GLP1R cytotox: cytotoxic in the GLP-1 receptor inverse agonist counter-screen | AID 624418 | Potency, µM (highest dose often 38.3 µM), for the others: at the top dose activity change, negative = inhibition, most hits filed as inhibitors | hit rate 0.13% among 410,000 | HEK293 cAMP-luciferase reporter cells, luminescence, 24 h;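 note: loss of luciferase light is scored as toxicity; potency is the fitted concentration of half-maximal effect; % is set by controls: 0 for no effect and ±100 for the full control effect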
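MLSMR compounds, 24 hr on cells at 37 deg C/5% CO2; luminescence after luciferase reagent (12 min RT). Inhibition counted as the undesired cytotoxic outcome.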
DRD3 agonist: activates the human D3 dopamine receptor; P35462; D3R DiscoveRx beta-arrestin cells, luminescence, 90 min; max activation, %; hit rate 0.58% among 410,000; AID 652048; in the data active = max activation above about 30%; note: 0% is about no effect; mostly tested at two doses, the higher about 12 µM
Target sequence (P35462 whole entry, looked up): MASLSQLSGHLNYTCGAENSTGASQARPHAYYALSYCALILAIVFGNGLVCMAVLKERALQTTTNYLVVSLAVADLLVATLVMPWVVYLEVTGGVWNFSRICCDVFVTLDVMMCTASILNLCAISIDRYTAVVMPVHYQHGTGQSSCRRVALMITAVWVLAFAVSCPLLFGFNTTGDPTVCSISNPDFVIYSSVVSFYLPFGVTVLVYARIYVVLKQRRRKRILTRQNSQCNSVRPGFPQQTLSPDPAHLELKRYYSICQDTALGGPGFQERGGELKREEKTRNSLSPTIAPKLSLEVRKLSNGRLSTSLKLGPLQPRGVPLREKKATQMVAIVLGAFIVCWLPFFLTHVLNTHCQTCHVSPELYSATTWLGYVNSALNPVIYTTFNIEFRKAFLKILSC
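Agonist mode: compounds and dopamine controls were applied to plated cells for 90 min at 37 degrees C after an overnight attachment at 1500 cells/well. Luminescent read-out followed 30 - 60 minutes at room temperature with DiscoveRx detection reagent.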
SW480 rerep: inducers of DNA re-replication in SW480 colon cancer cells; SW480 DNA re-replication, Hoechst DNA content imaging, 48 h; Potency, µM (titrated, usually from 46.1 µM), for inactives: at the highest dose re-replication activation, hits mostly activators; hit rate 1.8% among 340,000; AID 624297; note: potency is the fitted concentration of half-maximal effect; % of control where 0% means no effect; nearly all actives have a fitted effect of over 55% in size
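250 cells/well; 23 nL cpd via pin tool; 48 hr, 37 C, 5% CO2; Hoechst 40 min; imager read of total nuclear intensity, ex 405/em 500-530 nm.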
KB-V1 cytotox: kills drug-selected multidrug resistant KB-V1 cells | hit rate 3.4% among 400,000 | Potency, µM (top dose mostly 46.1 µM), for the others: at the highest dose activity change, negative = cytotoxicity, most hits filed as cytotoxic | AID 1347076 | KB-V1 MDR cells viability, CellTiter-Glo, 72 h; note: potency is the fitted concentration of half-maximal effect; % is set by controls: 0 for no effect and ±100 for the full control effect; nearly all actives have a fitted effect of over 60% in size
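Cytotoxicity toward P-gp-expressing KB-V1 cells was determined as loss of CellTiter-Glo luminescence after 72 h at 37 degrees C. Compounds were tested in quantitative HTS format across a concentration range, with curves fitted to normalized data.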
KB-3-1 tox: kills parental KB-3-1 adenocarcinoma cells | Potency, µM (highest dose often 46.1 µM), inactives show top-dose activity change, negative = cytotoxic, actives largely listed as cytotoxic | hit rate 1.4% among 400,000 | KB-3-1 viability, CellTiter-Glo ATP luminescence, 72 h | AID 1347075; note: potency is the fitted concentration of half-maximal effect; % is set by controls: 0 for no effect and ±100 for the full control effect; nearly all actives have a fitted effect of over 60% in size
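Cytotoxicity in the drug-sensitive parental line KB-3-1 was scored as loss of CellTiter-Glo luminescence following 72 h incubation with compound. Values come from curve fitting of normalized concentration-response data.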
IL1B secr inh: inhibitors of inflammasome signaling (IL-1 beta secretion) | activity change, % at 57.5 µM | THP-1 LPS/ATP IL-1B secretion, AlphaLISA, 16 h; stronger effect = lower value | hit rate 4.7% among 360,000; in the data active = activity change below about -50%; inconclusive = mostly about -30% to -49%; note: % is set by controls: 0 for no effect and ±100 for the full control effect
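THP-1 cells pretreated 1 hr with compounds (up to 57.5 uM final), then stimulated with LPS (250 ng/mL final) plus ATP (1.25 mM final); secreted IL-1B measured by AlphaLISA after 16 hr, decreased signal indicating inhibition.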
MCF10A rerep: DNA re-replication induction in MCF 10a cells. MCF 10A DNA re-replication, Hoechst nuclear intensity, 48 h. Potency, µM (doses to about 46.1 µM), without a hit: at the top dose activity, positive = re-replication, actives largely listed as activators. hit rate 2.9% among 350,000; note: potency is the fitted concentration of half-maximal effect; % of control where 0% means no effect; nearly all actives have a fitted effect of over 50% in size
HT1080NT lethal: kills 2HG-producing HT-1080-NT fibrosarcoma cells; HT-1080-NT fibrosarcoma viability, CellTiter-Glo ATP luminescence, 48 h; AID 686970; Potency, µM (highest dose often 46.1 µM), for inactives: at the top dose activity, negative = less viability, most hits filed as cytotoxic; hit rate 1.6% among 360,000;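 note: NT is the 2HG producing partner of a matched IDH1 knockdown line; potency is the fitted concentration of half-maximal effect; 0% = DMSO-treated cells and -100% = media-only wells without cells; nearly all actives have a fitted effect of over 55% in size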
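HT-1080-NT; 750 cells/well; 5% FBS RPMI; 48 h compound, 37 degrees C; CellTiter-Glo luminescence; curve fitting and curve-class assignment.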
HT1080 IDH1KD tx: HT-1080 IDH1 knockdown cell toxicity (counter line); Potency, µM (series often up to 46.1 µM), for the others: top-dose activity, negative = toxicity, hits mostly cytotoxic; HT-1080 IDH1 knockdown viability, ATP luminescence, 48 h; hit rate 2% among 360,000; AID 686971;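 note: potency is the fitted concentration of half-maximal effect; 0% = DMSO wells and -100% = cell-free medium wells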
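Cytotoxicity counter-line: IDH1KD HT-1080, 48 h, CellTiter-Glo. Curves classed by r2, magnitude and activity.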
The depositor's hits bear a star; ? = inconclusive; . = not tested or not shown; [ ] = another dose, or the depositor's remark. Unless noted, calls come from the whole dose curve; as a rule, active = well fitted curve in the direction sought with a large enough effect; inconclusive = small, poorly fitted or top-dose-only effect, or another doubt; inactive = no such curve, though single readings can be large; an effect the other way counts as inactive or inconclusive.

cpd	smiles	GLP1R cytotox	DRD3 agonist	SW480 rerep	KB-V1 cytotox	KB-3-1 tox	IL1B secr inh	MCF10A rerep	HT1080NT lethal	HT1080 IDH1KD tx
1	Cc1cc(NC(=O)CSc2nnc3c(C)cc4c(C)ccc(C)c4n23)no1	-17%	-11	21µM*	3.3µM*	-2%	35	21µM*	6.3µM*	6.3µM*
2	OC(c1ccccc1)(c1ccc(F)cc1)C(c1ccccc1)N1CCOCC1 (stereo not drawn)	-32%	-7	0%	-19%	?	-2	?	?	-24%
3	CCN1C(=O)CC(C(=O)Nc2ccc(F)cc2)SC1=Nc1ccc2c(c1)OCO2 (stereo not drawn)	-14%	2	-6%	-12%	-3%	-21	-2%	-20%	-4%
4	CCC(=O)Nc1cccc(C(=O)Nc2nccs2)c1	13%	-7	-2%	7%	13%	-14	-2%	?	9%
5	O=C1c2ccsc2SCCN1Cc1c(F)cccc1Cl	1%	2	-13%	-3%	1%	9	0%	-3%	-6%
6	COCCn1nnnc1CN1CCC(NC(=O)c2ccc(Br)cc2)CC1	25%	-2	-3%	2%	-1%	-3	-1%	-5%	1%
7	Cc1ccc2[nH]c(C(=O)O)c(NC(=O)[C@@H]3C[C@@H]3c3ccccc3)c2c1	13%	14	-5%	19%	-10%	39	-1%	-12%	0%
8	CCN(CC)CCNC(=O)c1ccc(Cl)c(S(=O)(=O)N2CCCCCC2)c1	-29%	0	-5%	0%	0%	-19	?	-4%	0%
9	CC(C)(C)n1nnc(CCc2nnn(C(C)(C)C)n2)n1	9%	1	-18%	8%	12%	-2	3%	5%	9%
10	O=C(c1ccccc1OCc1ccc(Cl)cc1)N1CCN(c2ccccn2)CC1	-13%	-4	-64%[inhibitor]	0%	1%	-18	17%	-18%	-8%
11	COc1ccc(NC(=O)CN(C)C(=O)c2cccc(S(=O)(=O)N3CCN(C)CC3)c2)cc1	10%	4	-112%[inhibitor]	0%	0%	14	-16%	1%	-1%
12	O=C(NCc1ccccc1)C1=C[C@H](c2ccc(Br)cc2)C[C@H](OCCCCO)O1	-1%	-21	2%	?	22%	-2	?	-8%	-2%
13	CC1CN(S(=O)(=O)c2cccc(C(=O)OCc3cc(=O)oc4cc(O)ccc34)c2)CC(C)O1 (stereo not drawn)	185%[activator]	-10	0%	7%	10%	45	20%	-26%	-21%
14	FC(F)(F)c1cc(CCN2C(=S)NC[C@@H]2CC2CCCCC2)cc(C(F)(F)F)c1	0%	-25	-17%	?	?	?	1%	0%	7%
15	O=C(CCSc1ccc(Cl)cc1)NCc1ccncc1	2%	-13	-10%	0%	6%	40	0%	4%	8%
16	COCCN(C(=O)CC1CCCC1)c1c(N)n(CC(C)C)c(=O)[nH]c1=O	-11%	2	-8%	1%	6%	-4	-5%	7%	5%
17	OCCC1CN(Cc2ccn[nH]2)CCN1Cc1ccc(F)c(F)c1 (stereo not drawn)	-5%	-4	-10%	20%	12%	1	2%	0%	2%
18	COc1ccc(OC)c(C2CC(=O)C(C)C(c3cc(OC)ccc3OC)N2)c1 (stereo not drawn)	-7%	6	0%	20%	24%	3	14%	9%	13%
19	C=CCn1c(-c2ccc(OC)c(OC)c2)n[nH]c1=S	-11%	1	-3%	16µM*	?	-2	-3%	6%	11%
20	CCOC1=C/C(=C/c2c(N)n3nc(S(=O)(=O)CC)sc3nc2=O)C=CC1=O	8%	-6	-41%[inhibitor]	7%	1%	18	-10%	10%	1%

Other records:
cpd	smiles	GLP1R cytotox	DRD3 agonist	SW480 rerep	KB-V1 cytotox	KB-3-1 tox	IL1B secr inh	MCF10A rerep	HT1080NT lethal	HT1080 IDH1KD tx
21	NS(=O)(=O)c1cccc(NC(=O)COC(=O)CN2C(=O)c3ccccc3C2=O)c1	-2%	5	-4%	-2%	0%	-2	-6%	2%	8%
22	CCC(=O)c1ccc(OCC(=O)OCC(=O)Nc2ccc3c(c2)OCCO3)cc1	6%	3	-2%	8%	0%	15	-3%	18%	20%
23	CCOC(=O)C(Oc1ccc2c(-c3ccccc3)cc(=O)oc2c1)c1ccccc1 (stereo not drawn)	24%	9	2%	-4%	4%	-7	16%	-10%	-8%
24	COc1ccc(S(=O)(=O)N2CCN(C(=O)C3CCC3)CC2)cc1	-7%	-5	4%	-1%	-6%	-6	-39%	1%	5%
25	C[C@@H]1CCCCO[C@H](CN(C)C)[C@H](C)CN([C@@H](C)CO)C(=O)c2cc(NC(=O)Nc3ccc(C(F)(F)F)cc3)ccc2O1	-6%	-3	.	0%	3%	12	.	-5%	1%
26	Cc1ccc(NC(=O)c2ccc(Cl)nc2)cc1S(=O)(=O)N1CCOCC1	-7%	2	?	0%	?	25	?	-10%	?
27	Cc1csc2c(NCCCN3CCOCC3)ncnc12	1%	-5	-20%	-6%	1%	21	4%	2%	0%
28	CCCN=C1N(C)C[C@@H]2[C@@H]3C(=O)N(C)C(=O)[C@@H]3[C@](CC)(C(=O)OC)N12	2%	5	-1%[9.22 µM]	10%	?	9	-8%	25%	8%
29	Cc1ccc2cc(F)c(F)c(F)c2n1	3%	1	.	-14%	0%	30	.	?	8%
30	Cc1cc(C(=O)COC(=O)c2ccc(F)cc2F)c(C)n1C1CC1	-5%	-1	-6%	-29%	-2%	-8	-5%	3%	2%
31	COC(=O)C1CCN(C(=O)c2ccc3oc(Cc4ccc(Cl)cc4)nc3c2)CC1	-6%	4	1%	-13%	0%	-5	0%	0%	-5%
32	NCCc1c(C(=O)O)[nH]c2ccc([N+](=O)[O-])cc12	7%	15	0%	10µM*	?	12	1%	2%	25%
33	O=C(Cc1ccc(Cl)cc1)Nc1ccc(N2CCN(C(=O)c3ccco3)CC2)cc1	-11%	-4	0%	-2%	-4%	-11	?	?	?
34	CCOc1ccccc1NC(=O)Nc1ccc(OC)nc1	8%	-5	-2%	22%	6%	-24	3%	11%	10%
35	C[N+](C)(CCOc1ccccc1)Cc1ccccc1	0%	3	-3%	?	0%	3	5%	10%	-8%
36	COc1ccccc1NC(=O)c1ccc2nsnc2c1	?	-1	2%	-13%	0%	-12	-11%	1%	-15%
37	COc1cc(OC)cc(C(=O)N[C@H](C(=O)OCn2nnc3ccccc3c2=O)C(C)C)c1	-1%[7.66 µM]	4	0%	?	7%	29	0%	0%	11%
38	CC(C)N(Cc1nccn1C)C(=O)C1CCC(=O)N(CCc2ccccc2)C1 (stereo not drawn)	-5%	-4	.	23%	-2%	14	.	3%	1%
39	CCCCC(CC)CNC(=O)c1[nH]c(C)c(C(C)=O)c1C (stereo not drawn)	-2%	-1	5%	?	-7%	25	3%	12%	-7%
40	Cc1cc(C)cc(Nc2nc3c([nH]2)c(=O)n(C)c(=O)n3C)c1	10%	0	-140%[inhibitor]	-17%	2%	32	-1%	-1%	2%

A second format for some results above:
[36] COc1ccccc1NC(=O)c1ccc2nsnc2c1
[37] COc1cc(OC)cc(C(=O)N[C@H](C(=O)OCn2nnc3ccccc3c2=O)C(C)C)c1

Assay by compound,36,37
GLP1R cytotox,?,-1%[7.66 µM]
DRD3 agonist,-1,4
SW480 rerep,2%,0%
KB-V1 cytotox,-13%,?
KB-3-1 tox,0%,7%
IL1B secr inh,-12,29
MCF10A rerep,-11%,0%
HT1080NT lethal,1%,0%
HT1080 IDH1KD tx,-15%,11%

(next part)
cpd	smiles	GLP1R cytotox	DRD3 agonist	SW480 rerep	KB-V1 cytotox	KB-3-1 tox	IL1B secr inh	MCF10A rerep	HT1080NT lethal	HT1080 IDH1KD tx
41	Cc1cc(=O)oc2c3c(cc(OCC(=O)NCc4cccnc4)c12)OC(C)(C)CC3	6%	2	-6%	10%	0%	-17	24%	-3%	-10%
42	CC(C)c1ccccc1-n1c(SCC(=O)c2ccc3c(c2)NC(=O)CO3)nc2ccccc2c1=O	14%	1	-1%	?	-18%	-29	-2%	-19%	-9%
43	C/C(=N\NC(=O)c1ccc(-c2ccccc2)cc1)c1ccco1	0%	6	-13%	-1%	-1%	-14	18%	2%	12%
44	O=C(NCc1ccccc1)N1CCC(n2cnc3cc(F)ccc32)CC1	-19%	1	-2%	0%	13%	-4	15%	8%	21%
45	CCCCc1c(-c2ccccc2OC)ncn1Cc1cccc(-c2ccccc2)c1	?	-21	.	15µM*	?	-98*	.	21µM*	?
46	COc1ccc(S(=O)(=O)N2CCOCC2)cc1NC(=O)c1ccc(OCC(C)C)c(OC)c1	-14%	2	5%	-4%	-2%	-14	-4%	-7%	-7%
47	CCN(CC(=O)NCc1cccs1)C(=O)c1ccc(N(C)S(=O)(=O)c2ccc(C)cc2)cc1	0%	-4	-14%	-7%	-10%	-11	-4%	-3%	-11%
48	CN(C)Cc1csc(NC(=O)Nc2cccc(Cl)c2)n1	2%	-16	.	3%	0%	?	.	?	?
49	COc1cc(C(=O)NCCNc2nc3ccc(C)cc3cc2C#N)cc(OC)c1OC	105%[activator]	4	?	-8%	11%	?	?	-2%	-15%
50	CCOC(=O)c1nn(-c2ccc(F)cc2)c(=O)c2c(N)scc12	5%	8	-5%	?	0%	-17	4%	3%	-3%
51	[O-][N+]1=C(c2cccs2)CN(O)C1	14%	-1	0%	5%	0%	2	1%	-4%	-3%
52	O=C(NC1CCCN(Cc2ccc(Cl)cc2)C1)C1CCC1 (stereo not drawn)	1%	-16	-4%	-24%	6%	-6	6%	12%	10%
53	CCCn1c2ccccc2c2cnn(CC(=O)NCCCN3CCCC(C)C3)c(=O)c21 (stereo not drawn)	-13%	-30	?	-21%	-7%	2	?	-23%	?

Compound activity (PubChem)
